# Source: PubChem BioAssay (Emory University Molecular Libraries Screening Center)
# 14-3-3 PPI = modulators of human 14-3-3 gamma - Raf peptide interaction. P61981. FP, 14-3-3gamma / TMR-pS259-Raf peptide binding. inhibition, % at 40 µM. 0.19% of 160,000 active. AID 422; in the data active means inhibition above about 30%;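 further: 0% = protein plus tracer without compound and 100% = blank with tracer alone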
# Target sequence (P61981 whole entry, looked up): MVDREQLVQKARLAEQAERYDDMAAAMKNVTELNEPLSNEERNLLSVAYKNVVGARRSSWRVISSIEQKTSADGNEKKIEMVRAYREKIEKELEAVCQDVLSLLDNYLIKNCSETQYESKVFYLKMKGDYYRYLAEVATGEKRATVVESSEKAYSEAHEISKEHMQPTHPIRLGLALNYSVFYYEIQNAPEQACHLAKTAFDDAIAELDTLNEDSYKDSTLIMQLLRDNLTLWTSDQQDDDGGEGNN
# * hit, by the source's call; & = joins results of further samples. This is a subset; the hit share may differ from the screen's.
SMILES	14-3-3 PPI
CCC(=O)N1c2ccccc2-c2nnc(SC)nc2OC1c1ccc(OC)c(C)c1 (stereo unspecified)	-6
O=C(Nc1cccc2ccccc12)c1ccccc1Cl	0
CC(=O)C1=C(C)Nc2nnnn2C1c1ccccc1 (stereo unspecified)	3
O=C(CSC1=NCCS1)NCc1ccco1	8
COc1ccc(S(=O)(=O)NCCn2ccc3ccccc32)cc1	11
Cc1cccc2oc(-c3ccc(N=CC=Cc4ccccc4)cc3)nc12	-58
COc1ccc(C2C(C(=O)Nc3cccc(C(F)(F)F)c3)=C(C)NC3=C2C(=O)CC(c2ccccc2)C3)cc1 (stereo unspecified)	-5
O=c1c2sccc2nc(SCc2ccccc2F)n1Cc1ccccc1F	2
CCCOCCOC(=O)C1=C(C)NC2=C(C(=O)CC(C)(C)C2)C1c1ccccc1F (stereo unspecified)	2
COc1ccc(CNCc2ccc3c(c2)OCO3)c2ccccc12	-8
O=C(Nc1ccccc1NC(=O)c1c(F)c(F)c(F)c(F)c1F)c1c(F)c(F)c(F)c(F)c1F	-9
CCOC(=O)C1C(=O)CC(C)(O)C(C(=O)OCC)C1c1ccc(OCC)cc1 (stereo unspecified)	-5
NC(=O)Cn1nnc(-c2ccc(C(F)(F)F)cc2)n1	5
Cc1ccc(-c2cc(C(F)F)nc(NCC3CCCO3)n2)cc1 (stereo unspecified)	-1
CCN1CCN(S(=O)(=O)c2ccc(Br)s2)CC1	10
Cc1ccc(-c2nnc(-c3ccc(C)cc3)n2Cc2ccccc2)cc1	-11
O=C(NCCc1ccccc1)N1c2ccccc2Sc2ccccc21	-27
COc1cc(C(=O)Nc2ccc(Oc3ccc(Cl)cc3)cc2)cc(OC)c1OC	0
Cc1cc2nc(SCC(=O)Nc3nonc3C)c3c(c2cc1C)CCCC3	-5
Cc1cc(Cl)ccc1NC(=O)CC1Nc2ccccc2NC1=O (stereo unspecified)	-15
Cc1cc2nc(SCC(=O)c3ccccc3)[nH]c2cc1C	-5
CCOC(=O)/C(C#N)=C(/C)c1ccc(OC)cc1	-6
O=C(CN1CCN(Cc2ccccc2F)CC1)Nc1ccccc1Cl	-14
Cc1noc(C)c1S(=O)(=O)NC1CCCc2ccccc21 (stereo unspecified)	-16
Cc1ccc(NC(=O)CC(O)(C(F)(F)F)C(F)(F)F)cc1	-10
COc1ccc(NC(=O)CN2CCN(CC(=O)Nc3ccccc3Cl)CC2)cc1Cl	-7
c1ccc(-c2cnc(CSc3ncnc4sccc34)o2)cc1	-10
CSc1ccccc1N=Cc1nc(-c2ccccc2)oc1O	3
COC(=O)c1c(C)oc2cc(Br)c(OCc3ccc([N+](=O)[O-])cc3)cc12	-6
Cc1ccc(C(=O)C[n+]2cc(C)cc(C)c2)cc1	0
CCN1CCN(C2CCN(Cc3ccc(OC)c(OC)c3OC)CC2)CC1	-9
COc1ccc(-c2csc(NC(=O)c3ccc(S(=O)(=O)N4CCOCC4)cc3)n2)c(OC)c1	-16
CCOc1ccc(Nc2cc(C)nc3c(C)cc(C)cc23)cc1	-4
Cc1cc(S(=O)(=O)NCC(C)C)ccc1OCC(=O)NCc1ccccn1	-8
CCN1C(=O)/C(=C2/C=CC=CN2C)SC1=S	-2
O=C(NCc1cccnc1)c1cccn2c(=O)c3ccc(Cl)cc3nc12	2
CC1CCN(S(=O)(=O)c2ccc3nc(-c4ccncc4)cc(C(=O)NCCc4ccccc4)c3c2)CC1	-12
CCOCCCNC(=O)C1CCN(S(=O)(=O)N2CC(C)CC(C)C2)CC1 (stereo unspecified)	-3
O=C(CSc1n[nH]c(-c2cccs2)n1)N1CCN(S(=O)(=O)c2ccccc2)CC1	-15
CC(C)c1ccc(C2Nc3ccc4ncccc4c3C3=C2C(=O)CC(C)(C)C3)cc1 (stereo unspecified)	-5
CC1(C)CC(=O)C2=C(C1)Nc1nc(SCc3ccccc3)nn1C2c1ccc([N+](=O)[O-])cc1 (stereo unspecified)	-6
O=C(Nc1cccc(C(=O)Nc2cccc(Cl)c2)c1)NC1(c2ccccc2)CC1	-2
N#CC1(C#N)C(c2cccc(F)c2)C(C(=O)c2ccc(F)cc2)N2C=Cc3ccccc3C21 (stereo unspecified)	-58
Cc1cc(C)c(S(=O)(=O)NCC2CCCO2)c(C)c1 (stereo unspecified)	-5
CC1(C)CC(C(=O)Nc2nccs2)CCO1 (stereo unspecified)	-3&-8
Cc1ccc(OCC(=O)N2CCN(C(=O)c3ccccc3F)CC2)cc1	4
O=S1(=O)C=C(SCCN2CCOCC2)c2ccccc21	-15
CCOc1cccc(C(=O)Nc2ccc3nn(-c4ccc(C)c(C)c4)nc3c2)c1	-41
COc1cc2c(cc1OC)C(COc1ccc([N+](=O)[O-])cc1)N(C(=O)C(C)(C)C)CC2 (stereo unspecified)	2
Cc1ccc(-n2nc(C(=O)Nc3cccc(C#N)c3)c3c4ccccc4n(C)c3c2=O)cc1	-11
Oc1ccc(COCc2ccccc2)c2cccnc12	-4
COc1ccc2c(=O)c(-c3cnn(-c4ccccc4)c3)c(C(F)(F)F)oc2c1	-6
O=C(COc1cc(Cl)c(Cl)cc1Cl)NCCN1CCOCC1	-4
OCCCc1nc2ccccc2n1Cc1ccc2ccccc2c1	4
CN(C)S(=O)(=O)c1ccc(C(=O)Nc2c3c(nn2-c2ccc(F)cc2)CS(=O)(=O)C3)cc1	0
CCOC(=O)C1CCCCN1Cc1ccccc1C(F)(F)F (stereo unspecified)	-4
CCOC(=O)c1[nH]c(C)c(CN(C(=O)c2ccccc2)c2ccc(F)cc2)c1C	-7
COC(=O)c1[nH]c(=O)c2ccccc2c1OCc1ccccc1	-5
COc1ccc(S(=O)(=O)N(CC(=O)Nc2ccccc2F)c2ccc(C)cc2)cc1	4
O=S(=O)(c1ccc(-c2csc(=Nc3ccccc3)n2CCc2ccccc2)cc1)N1CCOCC1	-28

# Of the compounds above, two contain bromine:
SMILES	14-3-3 PPI
CCN1CCN(S(=O)(=O)c2ccc(Br)s2)CC1	10
COC(=O)c1c(C)oc2cc(Br)c(OCc3ccc([N+](=O)[O-])cc3)cc12	-6

# The results go on.
SMILES	14-3-3 PPI
Cc1cccn2c(=O)c3cc(C(=O)NCc4ccccc4)c(=N)n(CCc4ccccc4)c3nc12	7
O=C(COc1ccc(F)cc1)OCCN1CCOCC1	3
COc1ccc(CCNC(=O)c2c[nH]c3ccccc3c2=O)cc1OC	-6
CC(C)C(NS(=O)(=O)c1ccc2c(c1)oc(=O)n2C)C(=O)N1CCN(c2ccccc2F)CC1 (stereo unspecified)	-2
Cc1ccc(Cl)cc1N1CCN(C(=O)C2c3ccccc3C(=O)N(C)C2c2c[nH]c3ccccc23)CC1 (stereo unspecified)	-6
CCN(CC)S(=O)(=O)c1cc(C(=O)Nc2ccc(I)cc2)ccc1C	-5
Cc1ccc(-c2nc(-c3ccccn3)no2)cc1	-3
CCOC(=O)N1CCC(NC(=O)C2CCN(S(=O)(=O)N3CCC(C)CC3)CC2)CC1	0
CCC(Sc1nc2n[nH]c(C)c2c(=N)n1-c1cc(Cl)ccc1C)C(=O)N1CCOCC1 (stereo unspecified)	-1
Cc1ccc(NC(=O)c2cc(S(=O)(=O)NCCc3ccc(Cl)cc3)ccc2F)cc1	0
COc1ccc(CNc2ccc3c(c2)ncn3C)cc1OC	-4
O=C(Cn1nnc2ccccc21)NC1CCCCC1	-12
COC(=O)c1c(NC(=O)CN2CCN(C(=O)c3ccco3)CC2)c2c(C)cccc2n1C	-2
O=C(CSc1nc2ccc([N+](=O)[O-])cc2[nH]1)Nc1cccc2c1C(=O)c1ccccc1C2=O	-15
COC(=O)[C@@H](NC(=O)NC1CCCc2ccccc21)C(C)C (stereo partly specified)	-2
O=C1C(Nc2ccc(O)cc2)=CC(=NS(=O)(=O)c2cccc([N+](=O)[O-])c2)c2ccccc21	-5
COCCCNc1ncnc2sc3c(c12)CCC(C)C3 (stereo unspecified)	-10
COc1ccc(NC(=O)CSc2nc3cc4c(cc3c(=O)n2CCc2ccccc2)OCO4)cc1	-6
CCC(=O)N1CCc2cc(Br)cc(S(=O)(=O)CCC(=O)N(C)c3cccc(C)c3)c21	-2
O=C(CN1C(C(=O)c2ccccc2)=C(NCCO)c2ccccc2S1(=O)=O)c1ccc(Br)cc1	6
COc1cc(C2NC(C(=O)O)CS2)cc(OC)c1OC (stereo unspecified)	-8
Cc1ccc(S(=O)(=O)n2nc(OC(=O)c3ccccc3F)cc2N)cc1	-3
Cc1ccc(S(=O)(=O)CCC(=O)Nc2ccc(Oc3ccccc3)cc2)cc1	-33
CCn1cc(S(=O)(=O)CC(=O)N2CCc3ccccc32)c2ccccc21	-4
CC(C)CCNC(=O)CN(CCCN1CCOCC1)C(=O)Cn1nnc(-c2ccc(F)cc2)n1	0
CC1(C)CC(=O)C2=C(C1)c1c(ccc3ncccc13)NC2c1ccccc1C(F)(F)F (stereo unspecified)	4
O=C(Nc1cccnc1)c1cnn2cccnc12	-4
CCOC(=O)c1c(CN2CCN(c3ccccc3)CC2)oc2cc(Br)c(OC(C)=O)cc12	-4
O=C1C2C(c3ccc(F)cc3)OC3(C(=O)c4ccccc4C3=O)C2C(=O)N1c1ccccc1C(F)(F)F (stereo unspecified)	-4
CC(CCc1ccco1)NC(=O)Cn1ncc2c(=O)oc3ccccc3c21 (stereo unspecified)	2
CCOCCCNS(=O)(=O)c1ccc2c(c1)CCN2C(=O)C1CCC1	-9
CC(C)=C1C2CC2C2C(C(=O)O)C12 (stereo unspecified)	0&-1
COc1ccccc1C1C=C(c2ccc(Br)cc2)Nc2nc3ccccc3n21 (stereo unspecified)	-32
CCc1ncc(C(O)(c2ccccc2)c2cc(C)ccc2C)n1C (stereo unspecified)	4
CC12c3ccccc3C(c3ccccc31)C1C(=O)N(c3ccc(F)cc3)C(=O)C12 (stereo unspecified)	-34
CCCN1C(=O)c2cc(C(=O)NCc3cccs3)ccc2C1O (stereo unspecified)	4
COc1ccc(NC(=O)CN2C(=O)c3ccccc3C2=O)c(OC)c1	-7
O=C1OC(c2ccc(Cl)cc2)c2ccccc21 (stereo unspecified)	2
CCOC(=O)C1CCCN(CCC(=O)Nc2cc(C)ccc2C)C1 (stereo unspecified)	-2
O=C(CC1SC(=O)NC1=O)Nc1cc(Cl)ccc1O (stereo unspecified)	-14

# 3 compounds drawn at random from the list so far:
SMILES	14-3-3 PPI
OCCCc1nc2ccccc2n1Cc1ccc2ccccc2c1	4
COc1ccc(NC(=O)CN2C(=O)c3ccccc3C2=O)c(OC)c1	-7
O=C(Nc1cccc(C(=O)Nc2cccc(Cl)c2)c1)NC1(c2ccccc2)CC1	-2

# 5 structures from above, arranged by molar mass, lowest first.
SMILES	14-3-3 PPI
O=C(CC1SC(=O)NC1=O)Nc1cc(Cl)ccc1O (stereo unspecified)	-14
COc1ccc(NC(=O)CN2C(=O)c3ccccc3C2=O)c(OC)c1	-7
CC12c3ccccc3C(c3ccccc31)C1C(=O)N(c3ccc(F)cc3)C(=O)C12 (stereo unspecified)	-34
Cc1ccc(S(=O)(=O)CCC(=O)Nc2ccc(Oc3ccccc3)cc2)cc1	-33
CC(C)CCNC(=O)CN(CCCN1CCOCC1)C(=O)Cn1nnc(-c2ccc(F)cc2)n1	0

# Going on with the list.
SMILES	14-3-3 PPI
O=C(Nc1ccc([N+](=O)[O-])cn1)C1c2ccccc2Oc2ccccc21	5
O=C(NCc1ccc(F)cc1)c1coc(=O)c2ccccc12	-1
CCCCOc1ccc(C(=O)Nc2ccc(-n3nncc3-c3ccccc3)cc2)cc1	-12
C#CCSc1nc2ccccc2[nH]1	-1
COc1cc(NC(=O)CSCc2cnn(-c3ccccc3)c2-n2cccc2)cc(OC)c1	-2
CCOc1cc(C2Nc3ccc4ccccc4c3C3=C2C(=O)CC(C)(C)C3)cc(Br)c1O (stereo unspecified)	-3
CCOC(=O)c1sc(=S)n(-c2ccccc2CC)c1N	-3
COC(=O)c1ccc(NC(=O)Cc2ccc(OC)cc2)cc1	-7
Cc1ccc(S(=O)(=O)N2CCC(C(=O)NCCN3CCCCCC3)CC2)cc1	-4&-4
Cc1cn(CC2COC(C)(C)O2)c(=O)[nH]c1=O (stereo unspecified)	3
O=C(CN1CCCN(S(=O)(=O)c2ccc(F)cc2)CC1)Nc1ccccc1Br	-9
CCN(CC)CCn1cnc2c([nH]c3cccc(OC)c32)c1=O	-4
Cc1ccc(NS(=O)(=O)c2ccc(CCC(=O)N3CCOCC3)cc2)cc1	2
O=c1cc(N2CCCCC2)nc2n1CCCS2	-9
Cc1cc(C)n(-c2nncc(-c3ccccc3)n2)n1	-15
O=C1c2ccccc2NC(c2ccccc2)N1c1cccc(C(F)(F)F)c1 (stereo unspecified)	-2
O=S(=O)(c1cccc2cccnc12)n1cnc2ccccc21	5
CC(C)CCSc1nc2ccccc2[nH]1	-1
COc1cc(NC(=O)c2ccc3c(=O)n(Cc4ccc(Cl)cc4)c(=S)[nH]c3c2)cc(OC)c1OC	-7
N#Cc1ccc(NC(=O)c2cc3cc4c5c(c3oc2=N)CCCN5CCC4)cc1	-30
Nc1c(C(=O)Nc2ccccc2)sc2nc(-c3ccncc3)ccc12	-6
CCCN1C(=O)c2ccccc2NC1c1ccc(OC)c(COc2ccc(F)cc2)c1 (stereo unspecified)	-2
O=C(CCC1CCCCC1)Nc1ccc(N2CCOCC2)c2nonc12	-260
Cc1cc(C)n(-c2ncn[nH]2)n1	-1
Fc1ccc(N2CCN(c3nc(-c4ccco4)cc(C(F)(F)F)n3)CC2)cc1	-11
CCOC(=O)c1sc(N)c(C#N)c1CSc1nc2ccc(OCC)cc2[nH]1	-15
COc1cccc(C=Nc2ccc(-c3ccccc3)cc2)c1O	0
O=C(CSc1nnc(-c2ccccc2Br)o1)Nc1cccc2ccccc12	-8
COc1ccc(CN2CCCN(S(=O)(=O)c3ccc(Br)cc3)CC2)cc1	-4
